# Source: PubChem BioAssay (National Center for Advancing Translational Sciences (NCATS))
# ALDH1A1 inh = inhibitors of human aldehyde dehydrogenase 1A1; P00352; Purified ALDH1A1, NADH fluorescence, propionaldehyde substrate; Potency, µM (series often up to 75.3 µM), inactives show at the highest dose activity, negative = inhibition, most hits filed as inhibitors; 220,000 tested, 7.3% active; AID 1030; active = well fitted inhibition curve with a large enough effect, not every such curve was filed as active; inconclusive = small, poorly fitted or top-dose-only effect, or another doubt; inactive = no such curve, though single readings can be large or run the other way;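 note: plate controls were no enzyme wells and a reference inhibitor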
# SMN2 splice up = SMN2 splice variant enhancement; HEK293 SMN2-luciferase splicing reporter, luminescence, 30-36 h; Potency, µM (top dose mostly 46.1 µM), inactives show at the highest dose activity change, positive = activation, hits mostly activators; 210,000 tested, 2.8% active; AID 1458; note: % of control where 0% means no effect; nearly all actives have a fitted effect of over 55% in size
#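 HEK293 cells carry an SMN2 […]–luciferase reporter in which exon 7 inclusion puts luciferase in frame. Cells were plated 10-12 h before compound addition, then incubated 30-36 h at 37C. ONE-Glo luminescence was read; sodium butyrate at 4.5 mM final served as control.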
# RECQ1 inh = inhibitors of human RECQ1 DNA helicase. P46063. 240,000 tested, 0.54% active. RECQ1 DNA unwinding, red fluorescence kinetic read. Potency, µM (doses to about 57.3 µM), without a hit: at the highest dose activity, negative = inhibition, hits mostly inhibitors;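 note: plate controls were vehicle for no effect and no enzyme for full effect; nearly all actives have a fitted effect of over 30% in size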
#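 RECQ1T1 50 nM; forked duplex (20 bp + 30-nt ss tails) 200 nM, ATP 2 mM final; pH 8.0, 2 mM MgCl2, 2.5 ug/ml poly(dI-dC); 15 min compound preincubation; discontinuous kinetic read over 2 h at RT.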
# Luc counter = counter-screen: inhibitors of Kinase-Glo firefly luciferase; Kinase-Glo luciferase, ATP luminescence, 8 min; Potency, µM (doses to about 38.3 µM), for inactives: at the highest dose activity change, negative = inhibition, most hits filed as inhibitors; 200,000 tested, 0.28% active; Q27757; note: % is set by controls: 0 for no effect and ±100 for the full control effect; nearly all actives have a fitted effect of over 60% in size
#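 Recombinant Kinase-Glo luciferase, 10 uM ATP (linear range), luciferin; imidazole pH 7.2 / KCl / MgCl2 / Tween / BSA buffer; 8 min RT; luminescence.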
# JMJD2E inh = blocks human JMJD2E demethylase activity. JMJD2E catalytic domain, FDH-coupled NADH fluorescence (FDH is formaldehyde dehydrogenase). Potency, µM (titrated, usually from 57.1 µM), inactives show top-dose activity change, negative = inhibition, usual class: inhibitors. 230,000 tested, 1.6% active; active = well fitted inhibition curve with a large enough effect, not every such curve was filed as active; inconclusive = small, poorly fitted or top-dose-only effect, or another doubt; inactive = no such curve, though single readings can be large or run the other way;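 note: 0% = wells with enzyme and -100% = buffer wells without enzyme; nearly all actives have a fitted effect of over 50% in size; many of its hits are not listed in these tables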
# Tau fibril ThT = tau fibrillization inhibition (ThT binding) | P10636 | recombinant tau K18 P301L, heparin-induced fibrillization, ThT fluorescence | Potency, µM (series often up to 57.4 µM), inactives show at the top dose activity, negative = inhibition, hits mostly inhibitors | 270,000 tested, 2.1% active; note: % is set by controls: 0 for no effect and ±100 for the full control effect; nearly all actives have a fitted effect of over 55% in size
# Target sequence (P10636 561-689 P618L limits assumed): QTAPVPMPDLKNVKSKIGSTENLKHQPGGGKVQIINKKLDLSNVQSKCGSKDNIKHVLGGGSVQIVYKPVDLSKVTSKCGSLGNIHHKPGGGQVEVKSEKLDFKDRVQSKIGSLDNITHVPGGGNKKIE
#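 Fibril formation assay: tau K18 P301L at 15 uM with trace Alexa 594 label, heparin inducer 20 uM, pH 7 sodium acetate buffer, 37 C for 6 hr; endpoint ThT signal.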
# LMNA splice mod = LMNA splicing modulation; Potency, µM (top dose mostly 46.1 µM), for the others: top-dose ratio change, negative = inhibition, actives largely listed as inhibitors; HeLa LMNA splicing GFP/RFP minigene ratio, 48 h; 200,000 tested, 0.01% active; AID 1487; active = well fitted inhibition curve with a large enough effect in the signal ratio, with a control signal flat, not every such curve was filed as active; inconclusive = small, poorly fitted or top-dose-only effect, or effect the other way, or a change in a side signal; the % refers to the signal ratio; note: % is set by controls: 0 for no effect and ±100 for the full control effect
#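 S3 HeLa cells stably expressing lamin A-EGFP splicing minigene plus DsRed2, 600 cells/well, 48 h compound exposure at 37C. Laser-scanning cytometry; analysed as GFP (500-530 nm)/RFP (575-640 nm) total intensity ratio; 0.5% DMSO vehicle.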
# L3MBTL1 block = blocks human L3MBTL1. Q9Y468. AlphaScreen L3MBTL1–H3K9me1 peptide binding. Potency, µM (series often up to 57.1 µM), inactives show at the top dose activity, negative = inhibition, actives largely listed as inhibitors. 230,000 tested, 0.66% active. AID 485360; note: % is set by controls: 0 for no effect and ±100 for the full control effect; nearly all actives have a fitted effect of over 60% in size
# Target sequence (Q9Y468 whole entry, looked up): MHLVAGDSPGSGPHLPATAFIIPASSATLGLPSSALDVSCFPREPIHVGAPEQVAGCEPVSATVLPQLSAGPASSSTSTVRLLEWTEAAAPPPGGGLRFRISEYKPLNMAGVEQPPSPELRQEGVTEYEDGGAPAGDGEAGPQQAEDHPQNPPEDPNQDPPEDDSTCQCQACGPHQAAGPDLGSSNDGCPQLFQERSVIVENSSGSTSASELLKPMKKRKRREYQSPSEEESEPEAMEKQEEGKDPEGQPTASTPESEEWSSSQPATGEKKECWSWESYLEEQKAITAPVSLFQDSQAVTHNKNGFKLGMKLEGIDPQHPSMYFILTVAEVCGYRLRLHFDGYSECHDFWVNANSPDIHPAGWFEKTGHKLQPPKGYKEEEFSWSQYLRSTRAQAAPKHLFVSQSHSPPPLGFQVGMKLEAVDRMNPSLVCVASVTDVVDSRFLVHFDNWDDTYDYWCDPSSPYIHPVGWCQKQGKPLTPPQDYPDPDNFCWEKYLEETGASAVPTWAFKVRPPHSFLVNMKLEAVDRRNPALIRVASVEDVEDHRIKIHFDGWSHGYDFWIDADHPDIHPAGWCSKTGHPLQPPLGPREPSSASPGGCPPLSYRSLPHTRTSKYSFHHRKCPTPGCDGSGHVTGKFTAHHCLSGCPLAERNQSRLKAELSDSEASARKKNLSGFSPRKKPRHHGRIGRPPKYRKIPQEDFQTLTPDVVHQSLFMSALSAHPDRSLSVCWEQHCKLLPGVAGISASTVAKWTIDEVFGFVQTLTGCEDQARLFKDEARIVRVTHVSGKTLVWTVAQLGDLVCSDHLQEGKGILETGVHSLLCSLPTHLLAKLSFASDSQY
#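 L3MBTL1 (50 nM) pre-complexed 30 min with biotinylated H3(1-15)K9me1 peptide (75 nM), then compounds added for 30 min at room temperature; AlphaScreen streptavidin donor/nickel chelate acceptor beads (10 ug/mL final) read after 30 min dark incubation.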
# The depositor's hits bear a star; i = inactive; u = inconclusive; x = no result given; & = joins results of further samples; [ ] = dose if it differs, or a comment. Unless noted, calls come from the whole dose curve; as a rule, active = well fitted curve in the direction sought with a large enough effect; inconclusive = small, poorly fitted or top-dose-only effect, or another doubt; inactive = no such curve, though single readings can be large; an effect the other way counts as inactive or inconclusive. Potency is the fitted concentration of half-maximal effect. This is a subset; rates above refer to the full screens.
nr	smiles	L3MBTL1 block	JMJD2E inh	Luc counter	ALDH1A1 inh	Tau fibril ThT	RECQ1 inh	LMNA splice mod	SMN2 splice up
1	Cc1cc2nc(C)n3c4ccccc4nc3n2n1	0%	-8%	-3%	6%	-20%	-12%	0%	2%
2	C=CCSC1=N/C(=C\c2sccc2C)C(=O)S1	-3%	-6%	-4%	2%	u	-2%	-8%	0%
3	CN(C)/C=N/C(=S)Nc1ccccc1	3%	-4%	-1%	0%	-1%	i	-7%[46 µM]	u
4	COC(=O)c1cc(NC(=O)c2c(F)c(F)c(F)c(F)c2F)cc(C(=O)OC)c1	9%	-18%	-4%	-11%	4%	-1%	5%	11%
5	COC(=O)c1ccc(NC(=S)N(Cc2cccnc2)Cc2ccco2)cc1	x	2%	0%	0%	-10%	-16%	5%[46 µM]	-10%
6	Cc1cc(N2CCOCC2)nc(C(C)C)n1	6%	8%	-3%	-2%	2%	-13%	0%[46 µM]	15%
7	Cc1cc(Nc2ccc(N3CCC(C)CC3)cc2)n2ncnc2n1	1%[11.4 µM]	-9%	1%	u	-9%	-3%	u	-25%
8	CCOc1ccc(Cc2c(Cl)nc(N)nc2Cl)cc1	24%	u	9%	-11%	14%	1%	5%	-34%[inhibitor]
9	C(=N\Nc1ccccc1)/c1ccc(N2CCOCC2)cc1	-8%	u	-3%	6.3µM*	35µM*	-5%	9%	18µM*
10	Cc1ccccc1-c1nnn(C/C(N)=N/O)n1	-8%	-12%	-4%	-1%	-9%	-5%	6%[46 µM]	x
11	Cc1ccc(-c2nnn(CC(=O)N(Cc3cccs3)C(C(=O)NC(C)(C)C)c3ccc(C)o3)n2)o1 (stereo not given)	-9%	9%	1%	-8%	4%	-12%	7%	5%
12	NC(N)=NCCCc1cn(CC(=O)N2CCNCC2)nn1	14%	-2%	x	1%	-6%	-15%	x	x
13	CC(C)(C)NC(=O)C12CC3CC(CC(Cl)(C3)C1)C2	11%	0%	-1%	11%	-6%	-13%	-7%	-4%
14	Cc1ccc(C(=O)COc2nc(C)nc3ccccc23)cc1	4%	-1%	0%	-2%	0%	i	-2%[46 µM]	8%
15	CCC(=O)N/N=C(\C)CC(=O)Nc1ccc2c(c1)OCCO2	-2%	9%	-4%	u	u	i	u	x
16	COc1cc(NC(=O)C2COc3ccccc3O2)c(OC)cc1Cl (stereo not given)	1%	-3%	1%	-8%	u	-26%	-8%	-16%
17	Cc1ccc2cc(C3CC(c4ccco4)=NN3S(C)(=O)=O)c(Cl)nc2c1 (stereo not given)	0%	-26%	x	18µM*	-13%	i	x	x
18	Cc1csc(NC(=O)CCS(=O)(=O)c2ccc(Br)cc2)n1	1%	3%	-2%	u	-8%	-3%	u	16%
19	O=S(=O)(Nc1nc2c(s1)CCCC2)c1ccc(Br)cc1	-2%	5%	10%	13µM*	-14%	-2%	u	-80%[inhibitor]
20	COC(=O)C1=C(C)N(CCc2ccc(OC)c(OC)c2)C(=O)/C1=C\c1ccc(O)cc1	-1%	5%	1%	25µM*	u	-4%	-2%	-4%[1.84 µM]
21	COc1cccc(NC(=O)CCSc2ccc3ccccc3n2)c1	10%	-11%	-1%	-10%	u	-22%	13%	11%
22	CCC1CCCCN1C(=O)CSc1nc2c(cnn2-c2ccc(C)cc2)c(=O)[nH]1 (stereo not given)	-16%	-1%	-4%	u	1%	9%	5%	22%
23	COc1ccc(CNC(=O)C(C#N)c2nc3ccccc3nc2N2CCCC2)cc1 (stereo not given)	-3%	u	0%	u	-2%	-5%	u	-19%
24	C1CNCCOCCNCCN1	-3%	51%[activator]	2%	14%	2%	-7%	4%	-4%
25	COc1ccc(-c2nc(CSCC(=O)NCc3ccc4c(c3)OCO4)c(C)o2)cc1OC	-14%	1%	8%	1%	11%	10%	u	-62%
26	COc1ccc(-n2nc(C(=O)NCC(=O)NCC3CCCO3)c3ccccc3c2=O)cc1 (stereo not given)	-1%	-8%	-2%	u	-2%	-2%	9%	x
27	O=C(COC(=O)c1cc(-c2cccs2)nn1-c1ccccc1)Nc1ccc(F)c([N+](=O)[O-])c1	9%	2%	0%	u	11%	-11%	-11%	-14%
28	Cc1cc(C2C(C#N)=C(N)OC3=C2C(=O)CC(C)(C)C3)c(C)s1 (stereo not given)	-6%	6%	-7%	u	-13%	-4%	12%	-6%
29	Cc1cc(C)cc(NC(=O)CCNS(=O)(=O)c2ccc3c(c2)oc(=O)n3C)c1	-15%	6%	1%	2%	3%	i	0%	-7%
30	COC(=O)c1ccc(NS(=O)(=O)c2ccc3c(c2)oc(=O)n3C)cc1	x	0%	16%	12%	-7%	-4%	-12%	-25%
31	O=C(COC(=O)c1cccc(S(=O)(=O)N2CCN(c3ccc(F)cc3)CC2)c1)NCC1CCCO1 (stereo not given)	-4%	2%	0%	7%	5%	12%	x	26%
32	Cc1ccc(NC(=O)CN2C(=O)S/C(=C\c3ccc(-c4cccc(C(=O)O)c4C)o3)C2=O)cc1	x	u	16%	u	u	u	-6%	13%
33	COc1ccc(CNC(=S)Nc2cccc(C)c2C)cc1	0%	-2%	0%	u	-14%	i	8%	0%
34	CC(C)CCNC(=O)COC(=O)/C=C/c1ccc2ccccc2n1	-8%	-5%	1%	-2%	7%	21%	x	-24%
35	CC/C=C\C/C=C\C/C=C\CCCCCCCCCC(=O)O	x	9%	1%	2%&-5%	-7%&-19%	-3%	x	4%&7%
36	N#Cc1sc(NCc2ccccc2)nc1Cl	7%	11%	3%	-3%	0%	7%	x	5%
37	CC(=O)/C(=N\Nc1ccc(Cl)cc1Cl)Sc1nnc(-c2ccccc2)n1-c1ccccc1	u	-1%	-1%	-1%	3%	1%	-10%	-33%[inhibitor]
38	Cc1ccc(C)c(NC(=O)CS(=O)(=O)c2c[nH]c3ccccc23)c1	1%	-6%	-2%	1%	-8%	i	6%	9%
39	S=C(c1cn(Cc2ccc(Br)cc2)c2ccccc12)N1CCOCC1	-9%	-5%	-1%	1%	1%	u	u	-18%
40	O=C1c2cccc3cc([N+](=O)[O-])cc(c23)C(=O)N1/N=C/c1ccc(O)cc1O	u	-18%	x	x	u	-16%	x	x

# Given with two lines to a compound: 10 of the compounds above
# Order of results – L3MBTL1 block	JMJD2E inh	Luc counter	ALDH1A1 inh	Tau fibril ThT	RECQ1 inh	LMNA splice mod	SMN2 splice up
23) COc1ccc(CNC(=O)C(C#N)c2nc3ccccc3nc2N2CCCC2)cc1 (stereo not given)
  -3%	u	0%	u	-2%	-5%	u	-19%
24) C1CNCCOCCNCCN1
  -3%	51%[activator]	2%	14%	2%	-7%	4%	-4%
25) COc1ccc(-c2nc(CSCC(=O)NCc3ccc4c(c3)OCO4)c(C)o2)cc1OC
  -14%	1%	8%	1%	11%	10%	u	-62%
26) COc1ccc(-n2nc(C(=O)NCC(=O)NCC3CCCO3)c3ccccc3c2=O)cc1 (stereo not given)
  -1%	-8%	-2%	u	-2%	-2%	9%	x
27) O=C(COC(=O)c1cc(-c2cccs2)nn1-c1ccccc1)Nc1ccc(F)c([N+](=O)[O-])c1
  9%	2%	0%	u	11%	-11%	-11%	-14%
28) Cc1cc(C2C(C#N)=C(N)OC3=C2C(=O)CC(C)(C)C3)c(C)s1 (stereo not given)
  -6%	6%	-7%	u	-13%	-4%	12%	-6%
29) Cc1cc(C)cc(NC(=O)CCNS(=O)(=O)c2ccc3c(c2)oc(=O)n3C)c1
  -15%	6%	1%	2%	3%	i	0%	-7%
30) COC(=O)c1ccc(NS(=O)(=O)c2ccc3c(c2)oc(=O)n3C)cc1
  x	0%	16%	12%	-7%	-4%	-12%	-25%
31) O=C(COC(=O)c1cccc(S(=O)(=O)N2CCN(c3ccc(F)cc3)CC2)c1)NCC1CCCO1 (stereo not given)
  -4%	2%	0%	7%	5%	12%	x	26%
32) Cc1ccc(NC(=O)CN2C(=O)S/C(=C\c3ccc(-c4cccc(C(=O)O)c4C)o3)C2=O)cc1
  x	u	16%	u	u	u	-6%	13%

# Additional entries follow.
nr	smiles	L3MBTL1 block	JMJD2E inh	Luc counter	ALDH1A1 inh	Tau fibril ThT	RECQ1 inh	LMNA splice mod	SMN2 splice up
41	O=C(Oc1ccc(OC(=O)C2CCC2)cc1)C1CCC1	7%	-13%	5%	2%	-13%	0%	11%	-6%
42	CCCC[P+](CCCC)(CCCC)Cc1ccc(NC(=O)[C@@H](Cc2ccc3ccccc3c2)NC(=NC2CCCCC2)NC2CCCCC2)cc1	x	-12%	2%	-1%	u	0%	x	x
43	O=C(NC1CCCCC1)N1CCc2[nH]c3ccccc3c2C1	15%	u	-4%	u	u	20%	14%	-5%
44	Cc1cc(C)c(C)c(OCCOCCN2CCN(C)CC2)c1	-9%	2%	1%	1%	9%	2%	0%	8%
45	CCC(=O)NC(=S)Nc1cccc(NC(=O)c2ccco2)c1	0%	2%	0%	-2%	-7%	i	13%[46 µM]	8%
46	COc1ccc(/C=N/N=C2/NC(=O)C(CC(=O)O)S2)cc1OCc1ccccc1Cl (stereo not given)	u	-4%	6%	u	-16%	-6%	-10%	11%
47	Nc1ccccc1Nc1cc(-c2ccccc2)nn1-c1ccccc1	u	u	-2%	5%	u	0%	u	12%
48	COc1cccc(CN2C(=O)CCC2(C)C(=O)NC2CCCCC2)c1 (stereo not given)	11%	0%	2%	-8%	-4%	1%	-3%	-3%
49	COc1ccc(C(=O)Nc2ccccc2C(=O)N/N=C/c2ccccn2)cc1OC	-4%	u	x	x	-7%	0%	x	x
50	O=C(Nc1ccc(F)cc1F)N1CCN(c2ncccn2)CC1	-2%	-21%	-1%	u	-2%	-5%	-11%	-10%
51	CCOc1cc(NC(=O)c2cccs2)c(OCC)cc1NC(=O)CCC(=O)NCC1CCCO1 (stereo not given)	2%	5%	1%	-5%	-1%	-5%	x	-1%
52	CCOc1ccc(N(CC(=O)Nc2nccs2)S(=O)(=O)c2c(C)noc2C)cc1	10%	1%	2%	6%	-6%	-18%	-6%	-7%
